# Screening results deposited in PubChem BioAssay by National Center for Advancing Translational Sciences (NCATS).
# FUS yeast rescue – rescues growth of FUS-expressing yeast; S. cerevisiae FUS-expressing, growth rescue, OD600, 24 h; Potency, µM (highest dose often 76.6 µM), without a hit: top-dose growth rescue (activation), most hits filed as activators; 0.24% of 390,000 active;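 further: plate controls were DMSO vehicle for no effect and reference control for full effect; nearly all actives have a fitted effect of over 55% in size; some results filed as inactive show a strong effect at the top dose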
#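 Toxicity suppression screen in FUS-yeast. Cells induced with 2% galactose, starting OD 0.005, treated 24hr at 30C with compounds at multiple final concentrations; growth by OD600.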
# aSyn yeast inh – alpha-synuclein toxicity inhibition in yeast; Potency, µM (series often up to 46.1 µM), inactives show at the top dose growth rescue (activation), hits mostly activators; 0.14% of 370,000 active; AID 652106; Yeast expressing alpha-synuclein, growth rescue, BacTiter-Glo, 24 h; further: % of control where 0% means no effect; nearly all actives have a fitted effect of over 65% in size
#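 Screening used galactose-induced yeast with toxic alpha-synuclein levels, exposed to compound for 24 hr at 30 deg C. Cell growth, read with BacTiter-Glo luminescence, gave the measured signal.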
# EPAC2 antag – EPAC2 (human) antagonism. EPAC2 GEF exchange of Rap1B-BODIPY-GDP, fluorescence. Potency, µM (highest dose often 114 µM), for inactives: at the top dose activity, negative = inhibition, actives largely listed as inhibitors. 0.18% of 360,000 active. AID 720708; further: on the % scale 0 is the no-effect control and ±100 the full control effect; nearly all actives have a fitted effect of over 45% in size; many of its hits are not listed in these tables
# EPAC2 ag – EPAC2 (human) agonism | Potency, µM (series often up to 154 µM), inactives show at the top dose activation, usual class: activators | AID 720711 | EPAC2 activation, biochemical qHTS; response scale: 100% = 6.5 mM cAMP response | Q8WZA2 | 0.079% of 360,000 active; further: nearly all actives have a fitted effect of over 50% in size
#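 Compounds were titrated in qHTS against a Rap1B-BODIPY-GDP (250 nM) complex with EPAC2 (100 nM) and GDP (50 uM). BODIPY-GDP release tracked at 480/540 nm over 30 min at room temperature, normalized to 6.5 mM cAMP.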
# TDP43 rescue – TDP-43 toxicity inhibition in yeast; TDP-43 expressing yeast growth rescue, BacTiter-Glo, 24 h; AID 652104; 1.8% of 410,000 active; Potency, µM (series often up to 46.1 µM), inactives show top-dose growth rescue (activation), actives largely listed as activators; further: % of control where 0% means no effect; nearly all actives have a fitted effect of over 50% in size
#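 Cell-based yeast growth screen: TDP-43 expression induced in galactose, inoculum OD600=0.02 after raffinose pregrowth to mid-log. Read-out BacTiter-Glo luminescence at 24 hr, 30 deg C; inhibition of toxicity seen as signal increase.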
# EPAC1 antag – EPAC1 (human) antagonism; O95398; EPAC1 GEF assay, Rap1b-BODIPY-GDP exchange fluorescence; Potency, µM (titrated, usually from 115 µM), for the others: top-dose activity change, negative = inhibition, most hits filed as inhibitors; 0.14% of 360,000 active;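 further: plate controls were vehicle for no effect and positive control for full effect; nearly all actives have a fitted effect of over 50% in size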
# Target sequence (O95398 whole entry, looked up): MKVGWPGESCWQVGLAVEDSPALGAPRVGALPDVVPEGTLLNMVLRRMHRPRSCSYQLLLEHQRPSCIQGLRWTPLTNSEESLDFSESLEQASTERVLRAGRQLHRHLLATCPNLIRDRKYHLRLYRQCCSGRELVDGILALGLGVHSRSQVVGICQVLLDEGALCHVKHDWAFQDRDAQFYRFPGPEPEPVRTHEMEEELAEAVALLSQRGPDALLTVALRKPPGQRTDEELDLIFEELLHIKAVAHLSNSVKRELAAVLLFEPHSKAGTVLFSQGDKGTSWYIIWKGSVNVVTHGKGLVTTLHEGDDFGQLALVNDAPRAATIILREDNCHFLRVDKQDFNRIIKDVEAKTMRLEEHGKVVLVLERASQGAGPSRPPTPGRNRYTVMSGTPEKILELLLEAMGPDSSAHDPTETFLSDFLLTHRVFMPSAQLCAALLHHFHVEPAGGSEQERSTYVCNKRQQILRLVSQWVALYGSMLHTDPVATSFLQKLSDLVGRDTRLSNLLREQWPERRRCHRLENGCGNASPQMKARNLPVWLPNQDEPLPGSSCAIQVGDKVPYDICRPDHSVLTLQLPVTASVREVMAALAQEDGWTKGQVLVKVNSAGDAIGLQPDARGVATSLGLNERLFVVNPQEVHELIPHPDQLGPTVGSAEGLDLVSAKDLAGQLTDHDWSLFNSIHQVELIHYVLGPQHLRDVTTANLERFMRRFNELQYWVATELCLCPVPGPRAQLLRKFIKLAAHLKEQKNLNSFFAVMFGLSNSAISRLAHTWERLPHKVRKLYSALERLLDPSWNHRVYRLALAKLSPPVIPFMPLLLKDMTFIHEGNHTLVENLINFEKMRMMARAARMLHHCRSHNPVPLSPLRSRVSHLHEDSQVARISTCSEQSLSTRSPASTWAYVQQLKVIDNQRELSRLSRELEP
# PTHR1 agonist – PTHR1 (human) receptor agonism | Q03431 | HEK293 GP2 PTHR1 cells, GloSensor cAMP luminescence, 1 h | Potency, µM (highest dose often 115 µM), for the others: at the top dose activation, most hits filed as activators | 0.075% of 410,000 active | AID 743266; further: nearly all actives have a fitted effect of over 55% in size; some results filed as inactive show a strong effect at the top dose; inactives centre near -15; many of its hits are not listed in these tables
#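 HEK-293-derived GP2 cells expressing PTHR1 and a GloSensor cAMP reporter, 3,000/well, plated overnight, given luciferin plus IBMX (each 0.5 mM as added) for 1 h at 37 °C, then compound for 1 h at 37 °C. Luminescence was read after 15 min at room temperature.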
# EPAC1 agonist – EPAC1 (human) agonism | O95398 | AID 720707 | EPAC1 agonist qHTS, biochemical assay; response scale: 100% = response to 6.5 mM cAMP | Potency, µM (top dose mostly 154 µM), for the others: top-dose activation, hits mostly activators | 0.073% of 360,000 active; further: nearly all actives have a fitted effect of over 60% in size
#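 Fluorescent GDP-exchange assay: 100 nM EPAC1 with 250 nM Rap1B preloaded with BODIPY-GDP and 50 uM GDP; compounds tested as concentration series, 5 min at room temperature, then read every 5 min for 30 min (ex 480/em 540 nm); normalized to 6.5 mM cAMP.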
# * hit, by the source's call; i = inactive; ? = inconclusive; . = no result given; [ ] = remark or other dose. The call rests on the fitted dose curve; in most records, active means well fitted curve in the direction sought with a large enough effect; inconclusive means small, poorly fitted or top-dose-only effect, or another doubt; inactive means no such curve, though single readings can be large; an effect the other way counts as inactive or inconclusive. Potency means the concentration at half of the fitted maximal effect. Not all compounds are listed; count on the stated rates, not on these rows.
# Results follow in this order: FUS yeast rescue, aSyn yeast inh, EPAC2 antag, EPAC2 ag, TDP43 rescue, EPAC1 antag, PTHR1 agonist, EPAC1 agonist
Cn1c(SCC(=O)NC2CC2)nnc1-c1cccc(NC(=O)c2ccccc2F)c1
→ -2%, 1%, 10%, 4%, 1%, 14%, -4%[57.5 µM], -7%
CCC(Oc1ccccc1)C(=O)Nc1nnc(C(F)(F)F)s1 (centres undefined)
→ -13%, -36%[inhibitor], -6%, 7%, 0%, -1%, -22%, -3%
CCCCn1ccnc1C(=O)c1ccc(S(=O)(=O)N(CCOC)CCOC)cc1
→ 34%, 5%, 5%, 4%, -5%, -15%, i, 9%
COc1ccc(N2C(=O)CSC23C(=O)N(CC(=O)Nc2ccccc2F)c2ccccc23)cc1 (centres undefined)
→ -4%, -3%, ., ., 12%, ., -7%, .
COc1ccc2c(c1)C1NC(=S)NC(C)(O2)C1C(=O)Nc1ccc(C)cc1C (centres undefined)
→ 22%, 1%, 7%, -4%, -16%, -28%, -17%, -16%
COc1nc(OC)nc(N2CCC(C(=O)NC3CC3)CC2)n1
→ -20%, -2%, 13%, 2%, 18%, -18%, -17%, -2%
CCOc1cc(NC(=O)c2ccco2)c(OCC)cc1NC(=O)COc1ccccc1
→ 4%, 3%, 3%, -4%, 13%, -2%, i, -1%
Cc1c(C)n(-c2ccc(Cl)cc2)c2ncnc(N)c12
→ 30%, -6%, -6%, 12%, -10%, -23%, i, 0%
Cn1nnc2c[n+](CC(=O)c3ccc(Cl)cc3)cc(Br)c21
→ ?, 6%, 4%, 10%, 5%, -11%, i, 8%
Cc1cscc1NC(=O)/C=C/C(=O)O
→ 9%, 3%, 4%, -2%, -1%, 14%, 0%, -3%
CCCOc1ccc(C(C)=O)cc1CSCCC#N
→ -12%, -6%, 3%, 1%, ?, -2%, -47%[inhibitor][57.5 µM], -16%
O=c1[nH]c(CSc2nc(-c3ccccc3)cs2)nc2ccccc12
→ 29%, 4%, 11%, -1%, 10%, 7%, -21%, -8%
O=[N+]([O-])c1ccc(C(O)CNC(=S)Nc2ccccc2)cc1 (centres undefined)
→ -10%, -2%, -4%, 7%, 20%[9.22 µM], -7%, -11%, -5%
CCOC(=O)c1c(-c2ccc(F)cc2)csc1NC(=O)C1CCCO1 (centres undefined)
→ 38%, 18%, ?, 4%, 10%, -9%, -16%, 2%
CCCc1nnc(NC(=O)CC(=O)OCC)s1
→ -19%, -1%, -1%, -3%, 19%, 10%, -1%, 5%
COc1cccc(NC(=O)C(Sc2nc3ccccc3c(=O)n2CC(C)C)c2ccccc2)c1 (centres undefined)
→ 0%, 0%, -8%, -3%, 21%, -1%, i, 7%
CC12CCC(=O)N1C(C(=O)Oc1cccc(F)c1)CS2 (centres undefined)
→ -21%, 2%, 5%, 2%, 18%, 1%, -18%, 1%
CC[N+](CC)(CC)CCOc1ccc(/C=C/c2ccccc2)cc1
→ -26%, 10%, 19%, 4%, 35µM*, 1%, i, -3%
CCCOC(=O)c1ccc(OC(=O)c2ccco2)cc1
→ 16%, -5%, -1%, -1%, 23%, -3%, -1%[57.5 µM], -4%
C/C(=N\N(Cc1ccccc1)c1ccccc1)c1ccncc1
→ 6%, -2%, ?, 11%, -21%[9.22 µM], 15%, -16%, 5%

# Next part, overlapping the part above by 4 compounds.
# Results follow in this order: FUS yeast rescue, aSyn yeast inh, EPAC2 antag, EPAC2 ag, TDP43 rescue, EPAC1 antag, PTHR1 agonist, EPAC1 agonist
CC12CCC(=O)N1C(C(=O)Oc1cccc(F)c1)CS2 (centres undefined)
→ -21%, 2%, 5%, 2%, 18%, 1%, -18%, 1%
CC[N+](CC)(CC)CCOc1ccc(/C=C/c2ccccc2)cc1
→ -26%, 10%, 19%, 4%, 35µM*, 1%, i, -3%
CCCOC(=O)c1ccc(OC(=O)c2ccco2)cc1
→ 16%, -5%, -1%, -1%, 23%, -3%, -1%[57.5 µM], -4%
C/C(=N\N(Cc1ccccc1)c1ccccc1)c1ccncc1
→ 6%, -2%, ?, 11%, -21%[9.22 µM], 15%, -16%, 5%
CCOC(=O)c1cc(OCC(=O)NC(C)C(C)C)cc(C(=O)OCC)c1 (centres undefined)
→ 42%, -32%[inhibitor], 20%, 6%, -22%, -7%, ?, -14%
COc1ccc2oc(=O)c(C(=O)N3CCN(c4ccccc4F)CC3)cc2c1
→ 9%, 13%, 0%, -2%, 0%, ?, -15%[57.5 µM], 7%
Cc1ccnc2c1ccc1cccnc12
→ 7%, ?, 4%, 14%, -1%, -27%, -24%, 11%
CC1(C(=O)Nc2ccccc2F)CCN1C(=O)Cc1cc(F)ccc1F (centres undefined)
→ -19%, 7%, 11%, 14%, 7.1µM*, -10%, i, 5%
C[C@H](NC(=O)COc1ccc(Cl)cc1)C(=O)N1CCC2(CC1)NCCc1[nH]cnc12
→ -14%, 1%, 7%, 0%, -7%, 4%, i, -10%
NCCCCCNC(=O)/C=N\O
→ 10%, 1%, 9%, -3%, 18%, 0%, -2%[57.5 µM], 5%
CC(C)C(OC(=O)c1ccccc1)c1nccc2ccccc12 (centres undefined)
→ 15%, -11%, -23%, 9%, -2%, -17%, -20%, 9%
Cc1ccc(C)c(NC(=O)C(CC(=O)O)Cc2ccccc2)c1 (centres undefined)
→ 7%, -9%, -5%, 5%, -12%, 6%, -12%, 6%
CCOc1ccc(CCN2C(=S)N([C@@H](CC(C)C)CN3CCC[C@@H]3CN3C(=S)NC[C@@H]3Cc3ccc(O)cc3)C[C@@H]2CC(C)C)cc1
→ ?, -35%[inhibitor], 4%, -1%, ?, 0%, -6%, -13%
Cc1cc2c3c(c1C)C1(C(=O)N3C(C)(C)CC2C)C(C#N)=C(N)Oc2cc(O)ccc21 (centres undefined)
→ -8%, 0%, -18%, 4%, -8%, -12%, 26%[57.5 µM], 25%
C[C@@H](C(=O)Nc1ccccc1N1CCOCC1)N1C(=O)C2CC=CCC2C1=O (some centres undefined)
→ -1%, -3%, 7%, -27%, 15%, 6%, i, -1%
CC(C)=C(NC(=O)c1ccccc1)C(=O)NC(Cc1ccccc1)C(=O)O (centres undefined)
→ 10%, 1%, -7%, 7%, 4%, 13%, -15%, 2%
COc1ccccc1C(=O)Nc1ccc(NC(=O)C2CCCCC2)nc1
→ 2%, -9%, 5%, 1%, 0%, -9%, -9%, -1%
C(=Nc1ccc(Nc2ccccc2)cc1)c1ccc2ccccc2c1
→ ., 0%, 1%, 7%, -7%, -12%, i, -1%
CCN(CC)CCOC(=O)c1ccc(NC(=O)C2(c3ccccc3)CCCC2)cc1
→ 10%, -2%, -9%, -2%, -20%, 14%, -42%[inhibitor], 24%
Oc1ccc(Br)cc1/C=N/N1CCCCC1
→ ., 10%, -4%, 2%, 2%, -4%, -16%, 15%
Cc1nc(C)c(C(=O)OCC(=O)N(C)c2ccccc2)s1
→ -1%, 4%, 2%, 3%, 18%, -9%, i, -5%
c1ccc(-c2nnc3n2NC(c2ccc4c(c2)OCO4)S3)cc1 (centres undefined)
→ 24%, -14%, -2%, 10%, -4%, -4%, i, 4%
COc1ccc(C(=O)n2nc(-c3ccc(C)cc3)nc2N)cc1OC
→ 16%, -5%, -13%, 1%, -10%, -26%, -9%[57.5 µM], 5%
O=S1(=O)CC(N2CCN(Cc3ccccc3F)CC2)CN1Cc1cn(Cc2ccc(F)cc2)nn1 (centres undefined)
→ -11%, 10%, -1%, 7%, 3%, -18%, -33%[inhibitor], 3%

# In the list so far, these have a furan ring, fused or not:
# Results follow in this order: FUS yeast rescue, aSyn yeast inh, EPAC2 antag, EPAC2 ag, TDP43 rescue, EPAC1 antag, PTHR1 agonist, EPAC1 agonist
CCOc1cc(NC(=O)c2ccco2)c(OCC)cc1NC(=O)COc1ccccc1
→ 4%, 3%, 3%, -4%, 13%, -2%, i, -1%
CCCOC(=O)c1ccc(OC(=O)c2ccco2)cc1
→ 16%, -5%, -1%, -1%, 23%, -3%, -1%[57.5 µM], -4%

# Later entries
# Results follow in this order: FUS yeast rescue, aSyn yeast inh, EPAC2 antag, EPAC2 ag, TDP43 rescue, EPAC1 antag, PTHR1 agonist, EPAC1 agonist
CC(C)CN(C(=O)COC(=O)c1ccc2c(c1)NC(=O)CS2)C1CCS(=O)(=O)C1 (centres undefined)
→ -7%, -13%, 2%, 4%, 12%, 12%, -19%[57.5 µM], -16%
O=C(Nc1ccccc1)N(C1=NCCC1)c1ccc(OC(F)F)cc1
→ 3%, 0%, -7%, 9%, -26%, -11%, -6%[57.5 µM], 23%
CCCCN(C(=O)CSc1nncn1-c1ccccc1OC)c1c(N)n(Cc2ccccc2)c(=O)[nH]c1=O
→ 0%, 2%, 9%, -2%, 1%, 4%, i, 4%
Cc1ccc(S(=O)(=O)N2CCN(C(=O)CCn3nc(C)c(C)c3C)CC2)cc1C
→ 7%, 0%, -2%, 0%, -16%, -22%, 9%, 5%
Cc1cc2c(cc1C)NC(c1nc3ccccc3[nH]1)C1=C(CC(C)(C)CC1=O)N2 (centres undefined)
→ ., -5%, 1%, -5%, -2%, ?, i, -6%
Cc1onc(-c2ccccc2)c1-c1ccnn1S(=O)(=O)c1ccc(Cl)cc1
→ 5%, 3%, -24%, 7%, -3%, 13%, -17%, 15%
Cc1[nH]c2ccccc2c1/C=C(\C#N)C(=O)NCc1ccccc1
→ ., -7%, 3%, 6%, -4%, ?, -21%, 2%
C[C@H]1CN([C@@H](C)CO)C(=O)CCCn2nncc2CO[C@@H]1CN(C)S(=O)(=O)c1ccccc1
→ -28%, 1%, 9%, 1%, 10%, 7%, -13%, 6%
O=C1c2ccccc2C(=O)N1CCCc1cn(C[C@H]2CC[C@H](Cn3cc(CCCN4C(=O)c5ccccc5C4=O)nn3)O2)nn1
→ 26%, -1%, 2%, 4%, 19%, 2%, -27%, -3%
Cc1nc2ccc(F)cc2cc1C(=O)Nc1ccc(Cl)c(Cl)c1
→ -11%, -5%, 3%, 0%, 0%, 13%, -21%, 6%
C#CCCc1cscc1/C=[N+](\[O-])c1ccc(C(=O)OCC)cc1
→ -3%, -1%, 15%, 1%, 17%, -8%, -8%, -13%

# Compounds listed so far that contain a COOH group, in the order listed:
# Results follow in this order: FUS yeast rescue, aSyn yeast inh, EPAC2 antag, EPAC2 ag, TDP43 rescue, EPAC1 antag, PTHR1 agonist, EPAC1 agonist
Cc1cscc1NC(=O)/C=C/C(=O)O
→ 9%, 3%, 4%, -2%, -1%, 14%, 0%, -3%
Cc1ccc(C)c(NC(=O)C(CC(=O)O)Cc2ccccc2)c1 (centres undefined)
→ 7%, -9%, -5%, 5%, -12%, 6%, -12%, 6%
CC(C)=C(NC(=O)c1ccccc1)C(=O)NC(Cc1ccccc1)C(=O)O (centres undefined)
→ 10%, 1%, -7%, 7%, 4%, 13%, -15%, 2%
